# BCLXL inh = inhibitors of human Bcl-xL; Q07817; GST-Bcl-xL / FITC-Bim BH3 peptide fluorescence polarization; inhibition, % at 10.9 µM; 0.7% of 320,000 active;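 active = inhibition above the mean of all tested compounds plus 3 SD, cutoff set per campaign, cut at about 30% in these data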;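 also: 0% = DMSO wells and 100% = unlabeled Bim-BH3 peptide competitor; inhibitors lower millipolarization by displacing the labeled peptide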
# AGP1-GFP MLPCN = alters AGP1-GFP fluorescence in TOR pathway yeast screen | 0.02% of 320,000 active | S. cerevisiae AGP1-GFP multiplex flow cytometry, 3 h; GFP as percent of DMSO wells | GFP response vs DMSO, % at 10 µM | AID 2066;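 active = GFP response relative to DMSO above a set limit, near screen average plus 3 SD, cut at about 150% in these data; inconclusive = fewer than 70 cells counted for the yeast strain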;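 also: median GFP channel fluorescence of the gated AGP1 strain per well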
# Yeast superoxide = caloric restriction mimetics inhibiting age-related superoxide in yeast | S. cerevisiae aged cells, superoxide DHE fluorescence; stronger effect = lower value | superoxide response (% of plate mean), % at 10 µM | 0.18% of 330,000 active | AID 2690;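 active = superoxide response under a set limit, about three screen SD below normal, cut at about 65% in these data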;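 also: yeast aged for seven days with compound at 30 °C before DHE staining; 100% = average MFI of all compound-treated wells on the plate with controls excluded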
# CIT2-GFP yeast = yeast TOR pathway CIT2-GFP modulation | S. cerevisiae CIT2-GFP strain, flow cytometry, 3 h; 100 means same as DMSO wells | GFP response vs DMSO, % at 10 µM | 0.065% of 320,000 active;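 active = GFP response relative to DMSO above a set limit, near the screen mean plus 3 SD, cut at about 150% in these data; inconclusive = Fewer than 70 cells measured for a yeast strain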;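 also: ratio of well median GFP fluorescence to mean of DMSO wells on the plate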
# GRK2 aptamer HTS = human GRK2 inhibition via aptamer displacement; bead flow cytometry, FAM-aptamer displacement from GRK2; 0.59% of 330,000 active; AID 488847; P25098; inhibition of aptamer binding, % at 10 µM;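 active = inhibition of aptamer binding above 40%, roughly 3 SD of noise, on plates passing a quality check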;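 also: median bead fluorescence of bound FAM aptamer so fluorescent compounds give negative values; no value below 0 was filed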
# MCL1 BIM primary = inhibitors of human MCL1 binding to BIM-BH3 peptide. Q07820. GST-MCL1 / FITC-Bim-BH3 fluorescence polarization. 0.68% of 320,000 active. inhibition, % at 10.9 µM;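 active = inhibition above the mean inhibition of all tested compounds plus 3 SD, set per campaign, cut at about 40% in these data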;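 also: 0% = DMSO wells and 100% = unlabeled Bim-BH3 peptide control; higher means more loss of mP so more displacement of Bim peptide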
# GLD-1 RNA inh = GLD-1-TGE RNA interaction inhibition (C. elegans) | purified GLD-1 + fluorescein TGE RNA, fluorescence polarization | Q17339 | 0.44% of 320,000 active | inhibition, % at 5.96 µM;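 active = percent inhibition above a per-plate cutoff, the plate mean of test compounds plus 3 SD, cut at about 30% in these data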;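 also: 0% = DMSO wells with GLD-1 and probe and 100% = wells lacking GLD-1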
# MEX-5 binding = C. elegans MEX-5 TCR-2 RNA binding activity; Q9XUB2; 0.38% of 300,000 active; MEX-5/FITC-TCR2 RNA binding, fluorescence polarization; stronger effect = lower value; activity score (negative = inhibition of binding), % at 10 µM;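 active = inhibition past about -25% in most replicates, and total fluorescence under double the plate's negative control median, limit read from the data; inconclusive = replicates evenly split on the limit, or fluorescence at least double controls; inactive = too little inhibition in most replicates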;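 also: 0% = DMSO and -100% = 5 µM competing unlabeled TCR2 RNA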
# VLA-4 inh = inhibition in a human VLA-4 binding assay; P13612; 0.2% of 330,000 active; VLA-4 expressing cells, ligand binding flow cytometry; inhibition, % (about 7 µM as worked out from the volumes in the protocol); in the data active = inhibition above about 50%
# Target sequence (P13612 whole entry, looked up): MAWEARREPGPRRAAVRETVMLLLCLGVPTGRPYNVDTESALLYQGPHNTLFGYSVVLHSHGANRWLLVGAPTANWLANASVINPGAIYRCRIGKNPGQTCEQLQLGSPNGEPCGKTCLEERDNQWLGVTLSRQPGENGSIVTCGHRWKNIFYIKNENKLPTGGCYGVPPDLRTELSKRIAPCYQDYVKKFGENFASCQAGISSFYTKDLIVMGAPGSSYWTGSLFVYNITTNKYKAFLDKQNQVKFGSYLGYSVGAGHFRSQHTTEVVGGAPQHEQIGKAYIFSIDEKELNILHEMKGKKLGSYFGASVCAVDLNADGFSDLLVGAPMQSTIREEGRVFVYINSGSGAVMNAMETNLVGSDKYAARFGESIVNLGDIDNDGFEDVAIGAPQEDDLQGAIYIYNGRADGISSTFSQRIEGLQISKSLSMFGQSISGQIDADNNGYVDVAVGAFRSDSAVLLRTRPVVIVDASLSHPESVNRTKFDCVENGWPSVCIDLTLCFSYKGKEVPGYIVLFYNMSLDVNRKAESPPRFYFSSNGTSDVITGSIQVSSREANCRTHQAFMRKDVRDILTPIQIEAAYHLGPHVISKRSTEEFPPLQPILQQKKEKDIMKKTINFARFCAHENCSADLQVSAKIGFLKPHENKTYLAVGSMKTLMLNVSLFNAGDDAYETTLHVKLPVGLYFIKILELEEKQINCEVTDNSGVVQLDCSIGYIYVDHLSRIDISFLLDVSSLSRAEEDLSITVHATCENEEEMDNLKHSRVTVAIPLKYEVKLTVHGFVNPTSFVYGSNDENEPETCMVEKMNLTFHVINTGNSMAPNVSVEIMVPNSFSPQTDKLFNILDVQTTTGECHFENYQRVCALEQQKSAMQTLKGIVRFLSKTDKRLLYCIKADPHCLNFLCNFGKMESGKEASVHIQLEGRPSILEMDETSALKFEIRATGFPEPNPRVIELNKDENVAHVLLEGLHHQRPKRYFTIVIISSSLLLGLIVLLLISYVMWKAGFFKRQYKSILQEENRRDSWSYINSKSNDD
# * = called active by the depositor; ? = inconclusive; . = not tested or not shown; [ ] = remark or other dose.
SMILES,BCLXL inh,AGP1-GFP MLPCN,Yeast superoxide,CIT2-GFP yeast,GRK2 aptamer HTS,MCL1 BIM primary,GLD-1 RNA inh,MEX-5 binding,VLA-4 inh
COc1ccccc1N(C(=O)c1ccco1)C(C(=O)NC1CCCC1)c1cccs1 (centres undefined),5,104,96,111,2,8,-1,-2.5,3
O=Cc1cc(CCC(=O)O)ccc1O,11,79,99,80,1,10,10,-1.2,6
CCC(CO)NC(=O)c1ccc(-c2nn(C)c(=O)c3ccccc23)cc1 (centres undefined),9,100,98,104,0,11,4,-0.3,5
CC(C)C[C@H]1CN=C(Nc2ccccc2)N1CCCCc1ccccc1,2,96,107,92,0,-1,1,0.4,4
CC(/C=C/c1ccco1)=N/NC(=O)Cc1cccs1,14,98,96,89,1,21,4,1.5,16
Cc1ccc(SCC(=O)NC2CCS(=O)(=O)C2)cc1C (centres undefined),3,90,87,98,3,5,4,.,18
Cc1nc2cc(C(=O)O)ccc2n1-c1ccc(F)cc1F,16,108,115,106,0,13,11,-2.9,8
O=C(CNS(=O)(=O)c1ccc(F)cc1)Nc1ccccc1,6,92,87,.,0,5,1,0.3,5
CCc1ccc(NC(=O)c2sccc2-n2cccc2)cc1,0,100,93,108,1,6,-2,0.8,2
O=C(c1ccccc1)N1CCN(S(=O)(=O)c2cccs2)CC1,4,107,98,116,0,10,3,-3.7,-1
COCP(=O)(c1ccccc1)c1ccccc1,7,103,110,104,10,3,3,1.0,8
CC1=C(C(=O)Nc2ccccc2C(=O)N2CCCCC2)SCCO1,10,97,96,99,0,5,5,-1.8,-7
O=C(NCc1nc2ccccc2[nH]1)c1ccc(Cl)c(S(=O)(=O)N2CCCC2)c1,4,88,95,84,0,7,-3,-3.0,-3
O=c1c(-c2ccc(Br)cc2)[n+]([O-])c2ccccc2n1OCc1ccccc1,4,101,107,95,4,3,-5,0.6,4
CCn1c(C)c(CCC(=O)O)c(=O)n2nc(-c3ccccc3OC)cc12,7,100,92,98,0,5,0,-1.8,-2
CCOC(=O)COc1ccc(-c2nnc(-c3ccccc3)o2)cc1,5,98,104,95,0,7,8,-0.4,5
O=C(NNC(=O)c1sccc1-n1cccc1)c1cccc(Cl)c1,0,100,100,88,3,-4,0,1.1,-9
CC1CCN(C(=O)c2ccc(NS(=O)(=O)c3ccccc3)cc2)CC1,6,91,106,93,0,7,1,-1.6,3
C=CCn1c(SCC(=O)c2ccccc2)nnc1-c1cc2ccccc2o1,-5,84,101,81,0,-6,6,0.5,32
CCOC(=O)C1CCCN(CCC(=O)Nc2cccc(C)c2)C1 (centres undefined),4,94,105,92,0,-7,2,2.9,-1

# Continued; the last 2 above are carried over.
SMILES,BCLXL inh,AGP1-GFP MLPCN,Yeast superoxide,CIT2-GFP yeast,GRK2 aptamer HTS,MCL1 BIM primary,GLD-1 RNA inh,MEX-5 binding,VLA-4 inh
C=CCn1c(SCC(=O)c2ccccc2)nnc1-c1cc2ccccc2o1,-5,84,101,81,0,-6,6,0.5,32
CCOC(=O)C1CCCN(CCC(=O)Nc2cccc(C)c2)C1 (centres undefined),4,94,105,92,0,-7,2,2.9,-1
COc1ccccc1C(=O)NCC(=O)NC1CCCc2ccccc21 (centres undefined),7,?,95,91[may fluoresce red],0,2,-5,1.5,10
Cc1nnc2c(NC3CCCC3)nc3ccccc3n12,5,103,104,97,0,6,4,-1.2,10
Cn1nc(C(=O)Nc2cccc(S(=O)(=O)N3CCOCC3)c2)c2ccccc2c1=O,-5,108,111,93,1,4,1,.,6
Cc1ccsc1/C=N/n1c(COc2ccccc2)n[nH]c1=S,-19,83,86,87,0,-12,4,-0.2,-16
CCOC(=O)c1c(N)sc2c1CCC1C(=O)N(C3CCCCC3)C(=O)C21 (centres undefined),9,101,113,103,0,14,19,0.3,-18
CC(=O)Nc1ccc(S(=O)(=O)NCCc2cn3nc(C)c(C)nc3n2)cc1,8,104,119,96,0,12,3,-2.8,11
N#CCc1nn2c(-c3ccccc3)ccnc2c1C#N,4,90,120,99,0,5,-4,-1.5,-19
Cc1cccc(NC(=S)NC(=O)/C=C/c2ccco2)n1,12,97,99,92,3,10,2,-3.0,2
CC(C)(C)n1nc2c(c1NC(=O)Cc1cccc3ccccc13)CS(=O)(=O)C2,5,105,112,100,1,-2,7,0.2,-3
CCCCCCCCOC(=O)c1ccc(N)cc1,1,103,97,95,0,1,7,3.9,50*
COc1cc(NC(=O)CNC(=O)Cn2ccc3ccccc3c2=O)cc(OC)c1OC,6,75,81,83,2,-3,3,-2.6,-1
CCOC(=O)C(CCOc1cccc(CC)c1)C(=O)OCC,1,101,103,101,3,-2,9,-2.9,-1
COc1cc(/C=C/C(=O)OCN2C(=O)c3ccccc3C2=O)ccc1OC(F)F,.,95,90,91,0,.,.,0.3,25
O=C(COC(=O)COc1cccc(C(F)(F)F)c1)Nc1ccc(N2CCOCC2)cc1,2,96,114,99,4,2,-4,.,0
CCOC(=O)c1ccc(S(=O)(=O)Nc2cc(S(=O)(=O)N3CCOCC3)ccc2O)cc1,.,94,95,100,0,.,9,.,-5
COc1cccc(O)c1CN1CCCC(C(=O)c2cccc(C(F)(F)F)c2)C1 (centres undefined),4,110,110,103,1,1,2,2.0,-2
CC(C)(C)S(=O)(=O)/C(C#N)=N/Nc1ccc(Cl)cc1,7,100,96,108,0,5,8,-0.3,-39
CC1CN(C(=S)SCC(=O)c2ccc([N+](=O)[O-])cc2)CC(C)O1 (centres undefined),0,104,91,103,1,5,7,0.8,12
Cc1cc(NC(=O)c2cccs2)n(-c2nc3ccccc3[nH]2)n1,2,101,96,100,0,11,-1,-0.6,-1
Cc1cc(C)c(NC(=O)CN)c(C)c1,-6,99,96,111,0,-10,-3,-0.6,8
CC1CCC2C(=O)N(c3ccc(S(=O)(=O)c4ccccc4)cc3)C(=O)C2C1 (centres undefined),4,95,100,104,0,9,11,1.4,8
O=Cc1ccc(Oc2ncccn2)cc1,3,94,106,94,0,4,2,-1.7,10
CCOc1ccc(NC(=O)NC(C)CC)cc1 (centres undefined),2,99,105,99,0,2,7,-1.9,13
COc1ccc(OCC(O)CNCCOc2ccccc2OC)c(C(C)(C)C)c1 (centres undefined),8,98,108,104,0,-1,4,0.5,18
COc1ccc(NC(=O)CCC(=O)Nc2cc(OC)c(NC(=O)c3cccs3)cc2OC)cc1,14,99,99,93,1,4,4,-2.3,4
Cc1ccc2cc3cc(C(=O)N4CCN(Cc5ccccc5)CC4)sc3nc2c1,-1,104,90,92,0,0,4,-2.9,-4
Cc1cc(C)cc(N(CC(=O)O)S(=O)(=O)c2c(C)[nH]c(=O)[nH]c2=O)c1,11,96,110,93,0,4,1,-0.2,3
OC1(c2cccc(C(F)(F)F)c2)CCN(Cc2nnnn2CCc2ccccc2)CC1,1,96,89,105,1,8,1,-1.8,1
Cc1nc(SC2CC(=O)N(c3ccccc3)C2=O)n[nH]1 (centres undefined),6,93,95,97,0,8,2,8.7,3
O=C(NCCc1csc(-c2ccccc2)n1)c1c(F)cccc1Cl,4,94,80,94,1,-2,-2,-1.1,2
O=C(CN1CCN(c2cccc(Cl)n2)CC1)N1CC(O)CO1 (centres undefined),4,89,93,91,0,1,-2,1.9,10
COc1cccc(N2CCN(S(=O)(=O)c3ccc4c(c3)oc(=O)n4C)CC2)c1,9,96,82,106,0,3,0,3.5,10
CCCOc1ccc(NC(=O)CC2C(=O)Nc3ccccc3N2CC(=O)N2CCCC2)cc1 (centres undefined),9,95,99,89,1,5,-1,.,-29
OC(CN1CCN(C(c2ccccc2)c2ccccc2)CC1)c1ccccc1 (centres undefined),-2,97,140,90,0,1,6,-1.0,10
O=C(NNC(=O)C1C2C=CC(C2)C1C(=O)O)c1cc(Cl)ccc1O (centres undefined),.,102,119,103,12,.,.,.,10
Cc1ccc2nc(SCC(=O)N/N=C/c3ccco3)cc(C)c2c1,3,91,96,91,0,4,1,-0.3,-3
O=C(CCCSc1nc2ccccc2c(=O)[nH]1)c1ccccc1,-1,86,106,88,0,-4,-3,0.3,-5
O=C(CN1C(=O)C2CCCCC2C1=O)Nc1cc([N+](=O)[O-])ccc1F (centres undefined),2,97,87,95,27,-3,-2,.,21
O=S(=O)(NN1CCOCC1)c1ccc(Cl)s1,-3,104,100,94,0,-1,-5,5.2,4
COc1ccc(/C=N/NC(=O)c2ccc(OC)c(OC)c2)cc1COc1c(F)c(F)c(F)c(F)c1F,.,91,99,94,4,.,.,.,-8
CS(=O)(=O)N(CC(=O)N1CCCCC1)C1CCCCC1,2,112,94,104,4,0,1,1.2,14
Cc1oc(C)c(C(=O)O)c1C(=O)O,3,96,103,84,3,2,1,-0.4,2
O=C(Nc1ccc(S(=O)(=O)N2CCCCC2)cc1)C1CCCO1 (centres undefined),0,105,110,96,1,-4,-3,-5.1,10
COc1ccc(C(=O)Nn2c(C)nnc2-n2nc(C)cc2C)cc1OC,4,104,93,106,2,4,4,0.6,9
Cc1cccc(/C=N/NC(=O)Cn2nnnc2N)n1,2,98,101,98,0,5,-1,-19,10
O=C(NCc1cccs1)c1cnn2cccnc12,6,99,110,108,0,8,2,0.3,6
CCC(=O)Nc1ccc2c(c1)ncn2-c1ccc(OC)cc1,6,107,93,106,0,4,1,1.4,1
O=C(Nc1nccs1)C1C2/C=C\CCCCC21 (centres undefined),2,113,99,95,2,-5,7,2.4,8
CCCc1nc2c(=O)n(C)c(=O)[nH]c2n1CCC,3,108,110,107,1,3,-3,-1.2,6
O=C(NCCc1cccc(F)c1)[C@@H]1CSC2c3ccccc3C(=O)N21 (some centres undefined),9,94,105,90,4,7,4,1.5,7

# Additional records:
SMILES,BCLXL inh,AGP1-GFP MLPCN,Yeast superoxide,CIT2-GFP yeast,GRK2 aptamer HTS,MCL1 BIM primary,GLD-1 RNA inh,MEX-5 binding,VLA-4 inh
O=C(Oc1c(Cl)cc(Cl)c2ccccc12)N1CCCC1,6,92,99,97,0,4,6,3.0,14
O=C(NCCNc1ccc([N+](=O)[O-])cc1)c1cccc(Br)c1,-1,99,94,91,3,5,0,0.7,-6
OCC1(CO)COC2(CCCC2)N1,1,99,71,107,0,3,-8,-0.7,4
Nc1sc2c(c1C(=O)c1ccccc1)CCCC2,7,101,89,108,5,9,4,0.6,-8
CCOC(=O)CSc1nc(C)c2cc(C)c(C)cc2n1,5,100,97,90,2,4,-7,-0.9,-45
C[C@@H]1CC[C@]2(O[C@H](CCO)C[C@@H](O)[C@@H]2O)O1,5,88,117,96,0,4,-2,0.6,7
O=C(c1cc2ccccc2oc1=O)N(Cc1ccc2c(c1)OCO2)Cc1ccco1,1,98,92,103,2,4,2,3.0,24
CCc1nc(N)nc2c1C(=O)CC(C)(C)C2,0,94,98,101,4,-3,5,1.3,9
CCn1c(C)nc2cc(C(=O)NNS(=O)(=O)c3c(C)c(C)cc(C)c3C)ccc21,4,98,108,90,0,3,6,0.4,38
N#Cc1ccc(Oc2ccc(C(N)=O)cc2)cc1C#N,0,92,96,81,4,3,1,-0.6,-3
C/C=C(/C)C(=O)Nc1cccc(C2=NOC3(C2)C[C@@H](C(N)=O)N(C(=O)[C@H]2CCC(=O)N2)C3)c1 (some centres undefined),6,85,97,102,1,12,9,-4.9,-21

# Bioassay records as filed in PubChem BioAssay.
